Assay outcomes (PubChem BioAssay)
KB-V1 cytotox: qHTS assay for MDR1-selective chemotherapeutics: Primary screen using the drug-selected MDR subline cells KB-V1; KB-V1 MDR cells viability, CellTiter-Glo, 72 h; Potency, µM (titrated, usually from 46.1 µM), for the others: at the top dose activity change, negative = cytotoxicity, hits mostly cytotoxic; 3.4% of 400,000 active; also: potency is read from the fitted curve at half-maximal effect; % is scaled to controls: 0 for no effect and ±100 for the full control effect; nearly all actives have a fitted effect of over 60% in size
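Following 72 h at 37 degrees C with compound, KB-V1 cell viability was read by CellTiter-Glo luminescence, medium being phenol-red-free DMEM plus 10% FBS; concentration-response parameters came from normalized, curve-fitted qHTS data.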
IL1B secr inh: qHTS for Inhibitors of Inflammasome Signaling: IL-1-beta AlphaLISA Primary Screen; THP-1 LPS/ATP IL-1B secretion, AlphaLISA, 16 h; hits give low values; activity change, % at 57.5 µM; 4.7% of 360,000 active; in the data active = activity change below about -50%; inconclusive = mostly about -30% to -49%; also: % is scaled to controls: 0 for no effect and ±100 for the full control effect
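THP-1 cells pretreated 1 hr with compounds (up to 57.5 uM final), then stimulated with LPS (250 ng/mL final) plus ATP (1.25 mM final); secreted IL-1B measured by AlphaLISA after 16 hr, decreased signal indicating inhibition.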
MCF10A rereplic: A quantitative high throughput screen for small molecules that induce DNA re-replication in MCF 10a normal breast cells; MCF 10A DNA re-replication, Hoechst nuclear intensity, 48 h; Potency, µM (titrated, usually from 46.1 µM), without a hit: at the top dose activity, positive = re-replication, actives largely listed as activators; 2.9% of 350,000 active; also: potency is read from the fitted curve at half-maximal effect; % of control where 0% means no effect; nearly all actives have a fitted effect of over 50% in size
GLP1R cytotox: qHTS of GLP-1 Receptor Inverse Agonists: Cytotox Screen. HEK293 cAMP-luciferase reporter cells, luminescence, 24 h. Potency, µM (series often up to 38.3 µM), for inactives: at the top dose activity change, negative = inhibition, usual class: inhibitors. 0.13% of 410,000 active. AID 624418, 2012;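 also: loss of luciferase light is scored as toxicity; potency is read from the fitted curve at half-maximal effect; % is scaled to controls: 0 for no effect and ±100 for the full control effect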
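To flag toxic compounds, the library was rerun on cells for 24 hr at 37 deg C and 5% CO2. Viability-linked luminescence was captured 12 min after adding luciferase detection reagent.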
KB-3-1 cytotox: qHTS assay for MDR1-selective chemotherapeutics: Primary screen using the parental adenocarcinoma cell KB-3-1 | Potency, µM (titrated, usually from 46.1 µM), for inactives: at the highest dose activity change, negative = cytotoxic, hits mostly cytotoxic | KB-3-1 viability, CellTiter-Glo ATP luminescence, 72 h | 1.4% of 400,000 active | AID 1347075, 2019; also: potency is read from the fitted curve at half-maximal effect; % is scaled to controls: 0 for no effect and ±100 for the full control effect; nearly all actives have a fitted effect of over 60% in size
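Viability of parental KB-3-1 cells, measured by CellTiter-Glo luminescence, followed a 72 h incubation at 37 °C with pinned compounds in phenol-red-free DMEM containing 10% FBS.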
HT1080-NT tox: qHTS for induction of synthetic lethality in tumor cells producing 2HG: qHTS for the HT-1080-NT fibrosarcoma cell line; Potency, µM (highest dose often 46.1 µM), for the others: at the top dose activity, negative = less viability, hits mostly cytotoxic; HT-1080-NT fibrosarcoma viability, CellTiter-Glo ATP luminescence, 48 h; 1.6% of 360,000 active; AID 686970, 2013;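 also: NT is the 2HG producing partner of a matched IDH1 knockdown line; potency is read from the fitted curve at half-maximal effect; 0% = DMSO-treated cells and -100% = media-only wells without cells; nearly all actives have a fitted effect of over 55% in size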
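A 48-hour cytotoxicity screen used HT-1080-NT cells plated 2 hours before compound delivery. ATP-based CellTiter-Glo luminescence measured viability, normalized to DMSO and no-cell controls.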
DRD3 agonist: qHTS of D3 Dopamine Receptor Agonist: qHTS. D(3) dopamine receptor (Homo sapiens), P35462. D3R DiscoveRx beta-arrestin cells, luminescence, 90 min. max activation, %. 0.58% of 410,000 active. AID 652048, 2013; in the data active = max activation above about 30%; also: 0% is about no effect; mostly tested at two doses, the higher about 12 µM
Target sequence (P35462 whole entry, looked up): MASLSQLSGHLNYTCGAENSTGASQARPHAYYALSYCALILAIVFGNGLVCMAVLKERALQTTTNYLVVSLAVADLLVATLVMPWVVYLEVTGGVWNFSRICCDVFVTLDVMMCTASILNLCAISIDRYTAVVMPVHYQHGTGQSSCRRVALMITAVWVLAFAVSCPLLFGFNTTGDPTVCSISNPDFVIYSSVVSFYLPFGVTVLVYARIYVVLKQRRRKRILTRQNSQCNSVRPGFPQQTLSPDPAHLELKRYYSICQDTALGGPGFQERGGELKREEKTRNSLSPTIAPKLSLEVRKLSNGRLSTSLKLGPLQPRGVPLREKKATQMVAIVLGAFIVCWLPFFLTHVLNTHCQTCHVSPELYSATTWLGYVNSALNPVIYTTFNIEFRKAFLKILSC
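Agonist-mode cell screen: cells plated at 1500/well and incubated overnight at 37 °C, then exposed to library compounds for 90 min at 37 °C. Detection reagent was added for 30–60 min at room temperature, and luminescence was read.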
SW480 rerep: A quantitative high throughput screen for small molecules that induce DNA re-replication in SW480 colon adenocarcinoma cells; SW480 DNA re-replication, Hoechst DNA content imaging, 48 h; Potency, µM (highest dose often 46.1 µM), inactives show at the top dose re-replication activation, most hits filed as activators; 1.8% of 340,000 active; AID 624297, 2012; also: potency is read from the fitted curve at half-maximal effect; % of control where 0% means no effect; nearly all actives have a fitted effect of over 55% in size
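Per well, 250 cells were exposed to pinned compound for 48 hr. Nuclear DNA was visualised with Hoechst (40 min, 37 C) and total object intensity recorded by fluorescence scanning.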
HT1080 IDH1KD tx: qHTS for induction of synthetic lethality in tumor cells producing 2HG: qHTS for the HT-1080-IDH1KD cell line | HT-1080 IDH1 knockdown viability, ATP luminescence, 48 h | AID 686971, 2013 | Potency, µM (titrated, usually from 46.1 µM), for inactives: at the top dose activity, negative = toxicity, hits mostly cytotoxic | 2% of 360,000 active;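 also: potency is read from the fitted curve at half-maximal effect; 0% = DMSO wells and -100% = cell-free medium wells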
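Assay cells: HT-1080 with IDH1 knockdown, 750 per well, RPMI/5% FBS. Exposure: 48 h at 37 °C following 2 h pre-incubation. Read: CellTiter-Glo luminescence; fitted concentration-response, curve class assigned.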
Active calls of the source: *; ? = inconclusive; nt = not tested or not shown; [ ] = dose if it differs, or a comment. Unless noted, calls follow the shape of the dose curve; as a rule, active = well fitted curve in the direction sought with a large enough effect; inconclusive = small, poorly fitted or top-dose-only effect, or another doubt; inactive = no such curve, though single readings can be large; an effect the other way counts as inactive or inconclusive. Compounds were not picked by outcome, and some 11% of all compounds hit somewhere here.

SMILES	KB-V1 cytotox	IL1B secr inh	MCF10A rereplic	GLP1R cytotox	KB-3-1 cytotox	HT1080-NT tox	DRD3 agonist	SW480 rerep	HT1080 IDH1KD tx
CCOC(=O)C1CCCN(S(=O)(=O)c2ccc3[nH]c(=O)ccc3c2)C1 (stereo not drawn)	20%	nt	nt	-2%	-11%	nt	3	nt	nt
COC(=O)c1ccc(Cl)cc1N(Cc1c(F)cccc1Cl)S(C)(=O)=O	-18%	32	-7%	-10%	-3%	?	-15	-12%	-9%
CCOc1ccc(CNC(=O)c2cnc(SC)nc2C)cc1	-10%	nt	nt	40%[activator]	-29%	nt	3	nt	nt
N=C1C(c2nc(-c3ccc(Cl)cc3)cs2)=C(O)CN1CCCN1CCOCC1	0%	?	-2%	4%	-6%	23µM*	11	?	?
Cc1ccc(OCCn2cnc3ccccc3c2=O)c([N+](=O)[O-])c1	1%	3	6%	27%	16%	-22%	12	-1%	-22%
CC1(C)CC(=O)C=C(c2cccc(Cl)c2O)C1	13%	-7	6%	0%	-1%	9%	-8	-4%	10%
COC(=O)c1ccc(NC(=O)CN2CCN(c3ccccc3C)CC2)cc1	-14%	41	5%	-2%	4%	0%	-2	20%	2%
COc1ccc(OCC(=O)OCC(=O)c2ccc(OC)c(F)c2)cc1	0%	-15	-1%	2%	-2%	9%	-4	13%	12%
CCOC(=O)c1c(C)c(-c2ccccc2)n(CC(=O)Nc2cc(C)ccc2OC)c1C	7%	nt	nt	0%	8%	nt	0	nt	nt
Cc1ccccc1C1CCCN(C(=O)c2cc(COc3c(F)cccc3F)on2)C1 (stereo not drawn)	-4%	6	-4%	2%	-4%	0%	3	3%	-8%
O=C(O)C1C2CCC(C2)C1C(=O)NCc1ccco1 (stereo not drawn)	0%	-12	?	0%	-6%	-6%	-6	-4%[9.22 µM]	-6%
CCOc1ccc(S(=O)(=O)Nc2ccccn2)c2ccccc12	-10%	15	2%	-8%	0%	10%	2	-8%	9%

Eight compounds out of the list, sorted by length of the SMILES, lowest first:
SMILES	KB-V1 cytotox	IL1B secr inh	MCF10A rereplic	GLP1R cytotox	KB-3-1 cytotox	HT1080-NT tox	DRD3 agonist	SW480 rerep	HT1080 IDH1KD tx
CC1(C)CC(=O)C=C(c2cccc(Cl)c2O)C1	13%	-7	6%	0%	-1%	9%	-8	-4%	10%
CCOc1ccc(CNC(=O)c2cnc(SC)nc2C)cc1	-10%	nt	nt	40%[activator]	-29%	nt	3	nt	nt
CCOc1ccc(S(=O)(=O)Nc2ccccn2)c2ccccc12	-10%	15	2%	-8%	0%	10%	2	-8%	9%
COc1ccc(OCC(=O)OCC(=O)c2ccc(OC)c(F)c2)cc1	0%	-15	-1%	2%	-2%	9%	-4	13%	12%
COC(=O)c1ccc(NC(=O)CN2CCN(c3ccccc3C)CC2)cc1	-14%	41	5%	-2%	4%	0%	-2	20%	2%
Cc1ccccc1C1CCCN(C(=O)c2cc(COc3c(F)cccc3F)on2)C1 (stereo not drawn)	-4%	6	-4%	2%	-4%	0%	3	3%	-8%
N=C1C(c2nc(-c3ccc(Cl)cc3)cs2)=C(O)CN1CCCN1CCOCC1	0%	?	-2%	4%	-6%	23µM*	11	?	?
CCOC(=O)c1c(C)c(-c2ccccc2)n(CC(=O)Nc2cc(C)ccc2OC)c1C	7%	nt	nt	0%	8%	nt	0	nt	nt

Remaining list, next part:
SMILES	KB-V1 cytotox	IL1B secr inh	MCF10A rereplic	GLP1R cytotox	KB-3-1 cytotox	HT1080-NT tox	DRD3 agonist	SW480 rerep	HT1080 IDH1KD tx
COc1ccc(NC(=O)C(F)(OC)C(F)(F)F)c(OC)c1 (stereo not drawn)	2%	14	16%	8%	-1%	6%	10	17%	0%
CC(=O)c1ccccc1C(=O)N1CCCC(C(=O)c2ccc(C(F)(F)F)cc2)C1 (stereo not drawn)	-3%	16	0%	1%	-16%	2%	28	-28%	-7%
CC1CCC(NC(=O)c2ccc(CS(=O)(=O)c3c(Cl)cccc3Cl)o2)CC1 (stereo not drawn)	-28%	nt	nt	-9%	4%	nt	7	nt	nt
CCn1c(=O)c(CCC(=O)NCCN2CCOCC2)c(C)c2c(C)nn(-c3ccccc3)c21	?	-15	1%	1%	3%	-2%	1	-15%	9%
CC1=C(C(=O)Nc2ccccc2F)C(c2cccs2)NC(=S)N1 (stereo not drawn)	15%	-7	6%	-4%	-10%	8%	-6	-8%	0%
CN(C)CCn1cnc2c1c(=O)n(C)c(=O)n2C	6%	0	-5%	22%	2%	-1%	1	-11%	-7%
CN(C)CCCN(C(=O)c1ccco1)c1nc2ccc(F)cc2s1	?	-8	-1%	-12%	1%	-10%	-11	0%	-6%
Cn1c(SCC(=O)c2ccccc2)nnc1-c1cccnc1	26%	-6	3%	8%	18%	1%	-2	1%	5%
COCc1nc2ccccc2n1Cc1ccccc1	-4%	29	-3%	-15%	2%	-1%	2	-12%	-6%
CCOC(=O)c1ccccc1Oc1c(F)c(F)nc(NCCO)c1F	-22%	26	2%	-15%	5%	-9%	6	-2%	0%
COc1cc2c(cc1OC)C(c1cc(OC)c(O)c(OC)c1)CC(=O)N2 (stereo not drawn)	?	nt	nt	3%	-4%	nt	4	nt	nt
COc1ccc(NC(=O)CCC(=O)c2ccc(-c3ccccc3)cc2)cc1	13%	7	4%	-6%	8%	?	4	5%	17%
Cc1ccc(C)[n+](CC(=O)c2ccc(-c3ccccc3)cc2)c1	0%	-13	?	-6%	-2%	-8%	8	2%	-4%
CC1CCCCN1S(=O)(=O)c1ccccc1[N+](=O)[O-] (stereo not drawn)	?	17	6%	14%	1%	0%	-8	-7%	-5%
CC1CC(C)CN(S(=O)(=O)N2CCCC(C(=O)NCCc3ccc(Cl)cc3)C2)C1 (stereo not drawn)	2%	-11	2%	1%	2%	-1%	0	-7%	6%
Cc1ccc(C)c(NCCCCC(=O)O)c1	10%	18	nt	1%	0%	16%	2	nt	9%
COCCCNC(=O)c1cc(S(=O)(=O)N2CCC3(CC2)OCCO3)ccc1F	-15%	16	nt	-17%	-22%	0%	-5	nt	-1%
O=C(c1cccc(F)c1)N1CCN(Cc2cccc(Br)c2)CC1	1%	-27	-6%	-5%	-9%	1%	-12	-6%	4%
Cn1nc(-c2ccccc2)c(/C=N/O)c1Cl	17%	-6	-13%	-1%	-6%	5%	6	2%	7%
CCOC(=O)c1ccc(NC(=O)NC2=NCCS2)cc1	?	40	nt	?	-23%	2.6µM*	-10	nt	2.3µM*
CCc1ccccc1Nc1nc2cc(Cl)c(Cl)cc2nc1-n1nc(C)cc1C	15%	nt	nt	14%	17%	nt	5	nt	nt
CC(c1ccccc1)N1C(=O)C2C3C=CC(C4CC34)C2C1=O (stereo not drawn)	-18%	-13	17%	11%	-5%	2%	0	-3%	-5%
CCOC(=O)C1=CN(Cc2cccc(F)c2)S(=O)(=O)N(CC)C1c1ccc2ccccc2c1 (stereo not drawn)	-17%	0	?	4%	0%	18%	-18	-3%	7%
O=C(CC1OC(=O)c2ccccc21)NNC(=O)c1ccc(F)cc1 (stereo not drawn)	12%	-25	0%	-1%	11%	0%	0	-5%	9%
COc1ccc(-c2cc(C)no2)cc1S(=O)(=O)N1CCOc2ccc(C)cc21	2%	8	15%	-1%	13%	1%	4	?	-1%
Cc1ccc2[nH]c(=O)c(CN(CC3CCCO3)C(=O)c3cccs3)cc2c1 (stereo not drawn)	?	-8	13%	9%	0%	2%	-3	5%	10%
CCNC(=S)Nc1ccc(S(=O)(=O)Nc2cc(C)nc(C)n2)cc1	20%	15	11%	-1%	4%	15%	5	-23%[1.84 µM]	21%
CCOC(=O)C1CCN(C(=O)C2CCN(c3nn4c(=O)cc(C)nc4s3)CC2)CC1	0%	5	0%	-19%	14%	22%	1	-3%	1%
COCCCNC(=O)C[C@@H]1C[C@@]2(C(=O)OC)CCCCC=C2N(Cc2ccc3c(c2)OCO3)C1=O	?	8	nt	1%	15%	19%	7	nt	27%
COc1cccc(N2CCN(CC(=O)Nc3nnc(-c4ccccc4)s3)CC2)c1	0%	-12	?	10%	0%	-19%	1	8%	?
NC(=NCCc1ccccc1)NS(=O)(=O)c1ccccc1	24%	-4	-3%	-9%	14%	17%	-2	2%	11%
Cc1cccc(OCCOC(=O)c2ccc(F)c(S(=O)(=O)N3CCOCC3)c2)c1	2%	-9	-1%	2%	1%	-6%	10	13%	-9%
CCc1noc(C)c1C(=O)N(CC)CC(=O)NCc1ccc(Cl)cc1	0%	5	1%	4%	0%	-4%	0	-9%	-1%
COc1ccccc1N(CC(=O)NCCSCc1ccc(C)cc1)S(=O)(=O)c1ccccc1	?	-25	-1%	-6%	?	-5%	3	3%	-7%
CCC(CO)Oc1cc(NC(=O)c2ccccc2F)c2ncn(C(C)C)c2c1 (stereo not drawn)	-24%	?	-2%	-8%	0%	1%	-20	1%	-2%
